# Compound activity as filed in PubChem BioAssay.
# Tat export inh – inhibitors of E. coli Tat protein transport; E. coli MC4100 TorA-mCherry Tat export, fluorescence; inhibition, % at 10 µM; 340,000 compounds, 0.036% hits; AID 488895;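 active = mean replicate inhibition at least 50% and at least half of replicates individually reaching 50%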;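 note: exported cargo escapes ClpAP degradation while cytoplasmic cargo is degraded and loses fluorescence; 0% = median of neutral control wells and 100% = median of NaSCN control wells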
# Mot1-301 SUMO – inhibitors of SUMOylation pathway: yeast Mot1-301 growth rescue | S. cerevisiae Mot1-301 growth rescue, ATP luminescence, 38.5C; percent above DMSO median, 100 means doubled | growth rescue, % at 18.8 µM | 320,000 compounds, 1% hits | AID 2716;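 active = every valid replicate shows activation above 250% relative to neutral control wells; inactive = the rest, any valid replicate at or below 250%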;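 note: OY570 slx delta 5 strain wells were the positive control but not used for scaling; some compounds called inactive have numbers as strong as hits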
# PKA-R1A activ – PKA-R1A complex activation; P00514+P68181; PKA-R1A dissociation, Cy5-IP20 fluorescence polarization; scaled: DMSO 0%, 113 µM cGMP 100%; activation, % at 11.4 µM; 340,000 compounds, 0.083% hits;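 active = percent activation above the mean of all tested compounds plus 3 SD, cut at about 19% in these data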;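 note: higher means more PKAc released from R1A so a rise in polarization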
# OPRM1-OPRD1 inv – inverse agonist of human OPRM1-OPRD1 heterodimerization; P35372+P41143; cell-based MOR-DOR heterodimer luminescence, inverse agonism; inhibition, % at 9.3 µM; 340,000 compounds, 0.21% hits; in the data active = inhibition above about 22%, passing the limit was not always enough;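 note: 0% = cells with DMSO and 100% = wells without cells with DMSO; values of inactives mirror those of a sister screen read the other way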
# Arrestin-AP2 inh – inhibitors of human beta-arrestin and AP2 interaction. FITC-arrestin peptide / GST-AP2 beads, flow cytometry; AP2 beta2 appendage carries R879A mutation. inhibition, % at 10 µM. 340,000 compounds, 0.31% hits. AID 504490;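 active = inhibition above a set limit, near 3 SD of compounds lacking own fluorescence, cut at about 54% in these data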;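 note: plate controls were DMSO wells for no effect and 5 µM unlabelled arrestin peptide for full effect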
#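 System: GST-AP2 R879A glutathione beads; medium: PBS, Tween 20 0.05%, BSA 0.1%; reagent: fluorescein-tagged arrestin peptide at 50 nM final; schedule: pre-incubation 12 min, peptide binding 1 h, room temperature; detection: flow cytometry, FL1 (488/535 nm); read-out: inhibition as reduced fluorescein signal on beads, percent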
# DSG3 Ab inh – blocks pemphigus antibody binding to human desmoglein-3 | AID 588358 | DSG3-coupled beads, scFv-anti-DSG3-GFP binding, flow cytometry; hits give low values | 310,000 compounds, 0.48% hits | P32926 | binding (percent of control), % at 10 µM;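 active = binding more than 3 SD below its plate's average and above zero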;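 note: hits lower antibody fragment binding to DSG3; some compounds called inactive have numbers as strong as hits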
# Target sequence (P32926 whole entry, looked up, the tested form may be a part): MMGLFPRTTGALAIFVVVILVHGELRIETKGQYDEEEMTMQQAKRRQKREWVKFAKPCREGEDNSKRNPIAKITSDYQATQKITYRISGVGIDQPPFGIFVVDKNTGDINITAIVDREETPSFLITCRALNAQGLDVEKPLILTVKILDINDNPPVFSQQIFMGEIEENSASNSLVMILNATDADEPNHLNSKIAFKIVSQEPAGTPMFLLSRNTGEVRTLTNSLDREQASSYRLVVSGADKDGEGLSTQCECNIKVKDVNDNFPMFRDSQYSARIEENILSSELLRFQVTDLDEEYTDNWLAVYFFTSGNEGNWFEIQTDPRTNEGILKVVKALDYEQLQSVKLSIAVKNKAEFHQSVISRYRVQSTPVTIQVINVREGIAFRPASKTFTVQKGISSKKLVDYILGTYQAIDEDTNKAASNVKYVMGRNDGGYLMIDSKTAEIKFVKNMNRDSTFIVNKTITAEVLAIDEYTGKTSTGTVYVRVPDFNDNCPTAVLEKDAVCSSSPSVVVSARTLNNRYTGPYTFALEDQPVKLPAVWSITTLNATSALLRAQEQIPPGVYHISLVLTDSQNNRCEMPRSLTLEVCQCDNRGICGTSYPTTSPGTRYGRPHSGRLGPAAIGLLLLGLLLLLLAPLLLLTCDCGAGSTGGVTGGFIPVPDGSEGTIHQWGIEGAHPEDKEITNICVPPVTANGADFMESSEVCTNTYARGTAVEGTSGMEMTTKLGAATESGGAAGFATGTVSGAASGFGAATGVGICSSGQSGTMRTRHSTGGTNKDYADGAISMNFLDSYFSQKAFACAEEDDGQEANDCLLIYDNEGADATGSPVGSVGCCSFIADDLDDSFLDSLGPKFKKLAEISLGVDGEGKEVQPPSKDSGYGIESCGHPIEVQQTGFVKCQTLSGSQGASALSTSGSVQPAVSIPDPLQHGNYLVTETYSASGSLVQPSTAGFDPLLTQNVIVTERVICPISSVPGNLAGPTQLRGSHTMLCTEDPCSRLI
# AddAB inh – less growth of phage-infected E. coli with AddAB; E. coli expressing H. pylori AddAB, absorbance growth; inhibition, % at 11.9 µM; 330,000 compounds, 0.29% hits; AID 435030; in the data active = inhibition above about 12%;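 note: 0% = vehicle wells of infected cells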
# phage Ecoli inh – E. coli growth loss with phage present. 360,000 compounds, 0.26% hits. growth absorbance. inhibition, % at 11.9 µM; in the data active = inhibition above about 11%
# PfHsp90 yeast 2 – inhibits growth of yeast expressing Plasmodium falciparum Hsp90; S. cerevisiae expressing PfHsp90, BacTiter-Glo ATP, 48 h; yeast lacking PDR1 and PDR3 efflux regulators; inhibition, % at 9.4 µM; 310,000 compounds, 0.32% hits;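 active = every replicate shows inhibition above about 80%, whatever the replicate mean, limit read from the data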;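 note: 0% = DMSO neutral controls and 100% = 20 µM radicicol positive controls; yeast relying on Plasmodium falciparum Hsp90 in place of its own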
# Ecoli viability – counter-screen for AddAB inhibitors: E. coli growth inhibition; inhibition, % at 11.9 µM; E. coli V3065 growth, OD600 absorbance, 18 h; 330,000 compounds, 0.27% hits;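 active = inhibition above the campaign's mean inhibition across all tested compounds plus 3 SD, cut at about 9.9% in these data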;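 note: uninfected addAB+ strain grown without phage in ampicillin broth; 0% = DMSO wells and 100% = ciprofloxacin 0.95 µg/ml wells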
# OPRM1-OPRD1 ag – OPRM1-OPRD1 heterodimerization agonism; P35372+P41143; cells, luminescence; activation, % at 9.3 µM; 340,000 compounds, 0.3% hits; in the data active = activation above about 18%;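 note: 0% = vehicle-treated cells and 100% = reference agonist; values of inactives mirror those of a sister screen read the other way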
# An asterisk follows results filed as active; · = not tested or not shown; + = active, no number.
SMILES,Tat export inh,Mot1-301 SUMO,PKA-R1A activ,OPRM1-OPRD1 inv,Arrestin-AP2 inh,DSG3 Ab inh,AddAB inh,phage Ecoli inh,PfHsp90 yeast 2,Ecoli viability,OPRM1-OPRD1 ag
CCC(C)NC(=O)/C=C1\Sc2ccccc2NC1=O (stereo unspecified),5,·,-6,-5,8,119,1.0,0.1,17,0.3,0.8
CCn1c(SCC(=O)Nc2ccc(C(=O)OC)cc2)nnc1-c1cccs1,-4,17,6,11,-1,97,-0.5,0.8,·,-4.6,-2.2
CCOC(=O)Cn1cnc2c(cnn2-c2ccccc2)c1=O,-1,0,7,12,-5,100,0.8,3.7,-16,-0.3,-2.6
CCOc1cc(C)c(C(C)C)cc1S(=O)(=O)NCc1ccccn1,11,16,2,14,15,102,1.2,2.5,·,-1.8,-3.0
Cc1nc(SCC(=O)NC2CCS(=O)(=O)C2)c2c3c(sc2n1)CCCC3 (stereo unspecified),-1,·,4,20,-7,101,·,2.2,·,·,-3.9
CCOC(=O)Nc1ccc(OC)cc1S(=O)(=O)N1CCCCC1,5,7,5,4,6,109,0.2,2.0,25,4.0,-0.7
Cc1cc(-c2ccc(C(C)C)c(S(=O)(=O)N3CCC(C)CC3)c2)on1,5,-4,6,-15,58*,90,-1.8,1.6,8,3.0,2.9
Cc1[nH]c2ccccc2c1C(c1ccncc1)N1CCN(c2ccc(F)cc2)CC1 (stereo unspecified),13,30,-1,3,-4,101,2.7,1.8,-6,0.5,-0.6
COc1ccc(Br)cc1CNc1ccc2[nH]c(=O)[nH]c2c1,0,-3,-8,7,17,100,0.3,2.1,-4,0.1,-1.2
COc1ccc(S(=O)(=O)N2CCN(CCOc3ccc(Br)cc3)CC2)cc1OC,1,8,5,3,-7,100,-1.6,0.2,-5,0.0,-0.6
COc1ccc(CCNC(=O)CCc2ccc(S(=O)(=O)NCC(C)C)cc2)cc1OC,20,4,2,6,1,106,2.5,1.6,-7,0.1,-1.2
CC1(C)Cc2c(sc(/N=C/N3CCCCCC3)c2C#N)C(C)(C)N1,4,330,6,14,·,111,1.5,3.8,3,-1.7,-3.1
COc1cccc(OCc2cc(C(=O)NCc3cnc4ccccn34)no2)c1,-3,65,-1,-4,4,·,11,9.0,8,4.5,0.7
Cc1ccc(N2CCN(C(=O)NC3CCCCC3)CC2)c(C)c1,9,25,-4,-19,23,121,2.2,1.3,-9,0.9,3.9
O=C(Nc1ccc2c(c1)OCO2)Nc1ccccc1F,-1,-37,5,-1,-1,105,0.4,2.0,37,0.8,0.2
CN(c1ccccc1)c1nc(N)c([N+](=O)[O-])c(NCc2ccco2)n1,3,28,-6,-3,-3,·,2.1,1.6,6,-1.1,0.5
CS(=O)(=O)N1N=C(c2ccco2)CC1c1cccc([N+](=O)[O-])c1 (stereo unspecified),-1,219,-16,17,9,102,2.1,1.1,13,0.8,-3.4
CC1(c2ccc3ccccc3c2)NC(=O)N(CC(=O)N2CCC(C(N)=O)CC2)C1=O (stereo unspecified),-1,1,-5,14,6,108,1.0,5.7,-24,1.5,-2.7
O=C(CSc1nc2ccccc2[nH]1)c1cccs1,2,51,-10,7,5,111,-0.8,0.5,1,-0.2,-1.3
Cc1noc(C)c1S(=O)(=O)N1CCCC(C(=O)c2cccc(OC(C)C)c2)C1 (stereo unspecified),3,311,-2,-12,9,98,0.9,3.8,-57,4.2,2.3
Cc1nc(SCC(=O)NC(C)(C)C)c2c(-c3cccs3)csc2n1,3,-11,-7,-6,9,105,1.9,4.7,-10,-2.9,1.2
CCn1cc(CNC(=O)c2cc(COc3ccc(F)cc3Cl)on2)cn1,-13,140,-5,6,-9,95,0.2,3.2,-26,-0.6,-1.1
O=C(NCCS(=O)(=O)N1CCN(c2cccc(Cl)c2)CC1)C1CC1,5,16,6,23,-1,107,-0.7,1.8,·,1.7,-4.2
CC(=O)CCS(=O)(=O)c1ccc(Oc2ccc(S(=O)(=O)CCC(C)=O)cc2)cc1,-25,-6,-1,9,12,105,-1.7,1.4,-4,-0.9,-1.6
CC(=O)c1ccc(N2CCN(C(=O)c3cc(-c4ccncc4)nc4ccc(Br)cc34)CC2)cc1,-12,29,6,13,-5,103,2.5,3.3,-24,-0.8,-2.6
Cc1[nH]c(=O)c(C#N)c(C)c1CCC(=O)NCc1ccc(Cl)cc1,-13,-9,-6,9,32,103,0.9,3.6,-19,-2.4,-1.9
CC(C)C(=O)Nc1ccc(C(=O)NNC(=O)NC2CCCCC2)cc1,0,-8,-4,5,-2,·,-1.3,3.0,6,-0.4,-0.9
O=C(CN1CCCCCC1)Nc1ccc(F)c(F)c1F,-4,11,-10,2,6,100,2.9,3.7,-4,1.6,-0.4
O=C(CNC(=O)c1cccc(N2C(=O)c3ccccc3C2=O)c1)Nc1ccc(F)c(F)c1,8,-4,2,4,-2,107,3.3,2.2,·,-0.1,-0.8
C[C@@]12CCC3[C@@](CC[C@@H]4[C@](C)(C(=O)O)CCC[C@@]34C)(C[C@H]1O)C2 (stereo partly specified),-7,38,11,-2,-5,·,-0.7,1.8,11,-1.9,0.5
Cc1ccccc1NC1(C#N)C(=O)Nc2ccccc21 (stereo unspecified),-11,348*,-1,58*,2,·,-1.1,3.0,1,-2.8,-12
Cc1ccc(C(=O)NCC(=O)Nc2ccc(Cl)cc2)s1,2,6,-1,9,11,123,1.1,4.0,6,-0.7,-1.6
COc1ccc(NC(=S)N2CCN(S(=O)(=O)c3ccc(F)cc3)CC2)cc1OC,2,99,-11,12,15,105,0.8,-1.4,2,-1.5,-3.0
Cc1ccc(S(=O)(=O)N2CCN(Cc3cc(C(C)C)ccc3O)CC2)cc1,10,12,-1,0,0,·,0.2,0.8,6,-1.1,0.1
CCc1ccc(CCC(=O)N2CCN(S(=O)(=O)c3sc(C(=O)O)c(C)c3C(=O)O)CC2)cc1,-3,·,-5,6,-2,103,·,0.4,-2,·,-1.4
CCOC(=O)c1sc(NC(=O)c2c(CC)noc2C)nc1C,4,17,-5,4,0,102,0.2,0.5,11,0.2,-0.9
COc1ccc(NS(=O)(=O)c2ccc(OCC(=O)N3CCOCC3)cc2)cc1Cl,-9,+,-10,10,-17,98,4.4,-1.2,-17,0.4,-2.0
FC(F)(F)c1cccc(CN2CCCCCC2)c1,9,657,8,8,2,105,-1.2,1.8,·,-0.8,-1.7
O=C(CCC(=O)N1CCN(S(=O)(=O)c2cccc(F)c2)CC1)c1cccs1,-2,-8,-3,13,-10,116,2.2,2.1,·,0.4,-2.7
COc1ccc(C(=O)Nc2sc3c(c2C(=O)NCc2ccco2)CCCC3)cc1OC,-4,9,-2,-10,-4,100,-0.4,1.6,-8,-1.0,1.6
Cc1cccc(NC(=O)CSc2nc3ccccc3c(=O)n2CC2CCCO2)c1 (stereo unspecified),-9,-13,2,-6,-7,93,2.0,1.8,·,2.1,1.5
Fc1ccccc1N1CCN(C(c2ccncc2)c2nnnn2C2CCCC2)CC1 (stereo unspecified),4,3,-3,-1,6,96,1.2,3.6,·,1.2,0.1
Cc1ccnc(SCC(=O)N2CCC(C(N)=O)CC2)n1,5,2,-2,11,-9,·,0.2,0.7,-27,-1.9,-2.1
COc1cc(NC(=O)CN(C)Cc2cccc(F)c2)c(C)cc1[N+](=O)[O-],0,-36,-8,-20,5,99,5.7,2.5,6,1.3,3.7
CC1CCN(C(=O)CSCC(=O)O)CC1,-3,-14,-11,11,0,93,2.2,2.4,-1,-0.4,-2.3
CC(=O)Nc1ccc(NC(=O)C2CCCN2C(=O)NC2CCCCC2)cc1 (stereo unspecified),7,-15,5,-7,27,97,2.5,0.6,1,-1.7,0.9
CC(NS(=O)(=O)c1cccc(C(=O)O)c1)C12CC3CC(CC(C3)C1)C2 (stereo unspecified),-4,·,-4,-2,15,114,·,3.6,14,·,0.4
CC1CCN(S(=O)(=O)c2cc3c4c(c2)CCN4C(=O)CC3)CC1,-4,32,-8,-3,17,124,0.0,2.9,·,1.2,0.4
FC(F)(F)c1ccc(/C=N/N2CCN(Cc3cccc4ccccc34)CC2)cc1,-7,7,-4,10,9,103,3.2,3.5,·,-0.5,-2.1
O=C(COc1ccc(S(=O)(=O)NC2CCCCC2)cc1Cl)NCc1cccnc1,2,6,1,-23,8,105,-1.3,1.9,4,0.2,3.9
Cc1ccc(C)c(-c2csc(NC(=O)C3=COCCO3)n2)c1,10,6,-12,-22,-5,109,0.5,1.9,·,2.1,4.0
COc1ccc(S(=O)(=O)Oc2ccc3cccc(N)c3c2)cc1,·,-8,·,·,2,113,0.3,0.6,·,1.1,·
N#Cc1c(OCC(=O)c2ccccc2)nc2c(c1-c1ccco1)CCc1ccccc1-2,-3,-20,-5,-5,8,98,1.2,0.3,-21,0.8,0.9
Cc1ccccc1N1CCN(C2CCCN(C(=O)CCC(F)(F)F)C2)CC1 (stereo unspecified),2,-2,-4,9,3,115,-1.2,-0.2,7,-1.1,-1.7
C=C(C)CNC(=S)N/N=C(\C)c1ccc(OC)cc1,-12,4,-13,-17,2,108,3.9,1.7,-24,0.5,3.2
Oc1ccc2ccccc2c1C=NC1CCCCC1,-10,22,-11,-53,33,91,0.0,0.9,26,-3.1,9.1
CCN(CC)Cc1c(O)ccc2occ(C(=O)c3ccccc3)c12,-1,1,9,12,-13,118,1.0,-3.0,-17,0.3,-2.5
CCCCn1c(SC(C)C(=O)c2ccc(OC)cc2)nc2cc(S(N)(=O)=O)ccc21 (stereo unspecified),15,-10,-2,4,7,103,-1.6,-1.3,-10,-0.9,-0.7
O=C(CCc1ccccc1)NNc1ccc(F)cc1,1,27,-10,26,5,·,2.3,2.8,1,-1.0,-5.4
C=CCSc1nc2sc3c(c2c(=O)n1CC=C)CCc1ccccc1-3,6,-6,9,12,11,103,4.4,2.6,-9,1.0,-2.7
Cc1cc(C)n2nc(C(=O)N3CCCC(Nc4ccc(C(C)C)cc4)C3)cc2n1 (stereo unspecified),-3,-9,-10,1,34,97,-0.3,-2.0,-12,-2.4,-0.1
NC(=O)c1cc([N+](=O)[O-])ccc1NCc1cccc(N)c1,-1,11,3,6,14,107,2.1,1.8,6,-3.5,-1.0
